phage Ecoli inh – growth loss of phage-infected E. coli, primary screen, RecBCD inhibitor project, absorbance, with phage, HTS. inhibition, % at 11.9 µM. AID 651602, 2012. 360,000 compounds, 0.26% hits; in the data active means inhibition above about 11%
Wnt act – Wnt/beta-catenin pathway activators, primary screen, cell-based, plate reader, single point; AID 743398, 2014; activation, % at 9.35 µM; 300,000 compounds, 1.2% hits; Wnt/beta-catenin reporter cell assay, activator; in the data active means activation above about 30%, passing the limit was not always enough;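 further: 0% = neutral control wells and 100% = positive control wells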
Starred values were filed as active, the others as inactive.

Results follow in this order: phage Ecoli inh | Wnt act
> N#Cc1ccc(S(=O)(=O)NC(=O)[C@H]2O[C@@H](n3ccc(=O)[nH]c3=O)[C@H](O)[C@@H]2O)cc1
→ -0.2 | 1.2
> Cc1noc(C)c1S(=O)(=O)N(C)C[C@H]1OCCCC[C@H](C)Oc2ccc(NC(=O)CCCN(C)C)cc2C(=O)N([C@H](C)CO)C[C@@H]1C
→ 0.2 | -1.0
> O=C(NCCN1CCOCC1)c1ccccc1N1C(=O)[C@@H]2Cc3c([nH]c4ccccc34)C(c3cccc(Cl)c3)N2C1=O (stereo partly drawn)
→ 2.3 | -1.1
> O=C(Nc1ccc(F)cc1)C(c1ccnc2ccccc12)N1CCN(CC(=O)N2CCCC2)CC1 (stereo not drawn)
→ 2.6 | -0.5
> C[C@@H]1CN([C@@H](C)CO)S(=O)(=O)c2ccc(Br)cc2O[C@H]1CN(C)C(=O)c1ccc2c(c1)OCO2
→ 1.1 | -1.0
> Cc1cnc(C(=O)N(CCCn2ccnc2)C2C(=O)Nc3ccccc3N=C2c2ccccc2)cn1 (stereo not drawn)
→ -0.2 | -0.7
> COc1ccc(CN2C(=O)C(CC(=O)NC3CC3)CC(C(=O)N(C)C)=C2C)cc1 (stereo not drawn)
→ 1.1 | -0.7
> COc1cccc(NC(=O)Nc2nnc([C@H]3C[C@H](O)[C@@H](CO)O3)s2)c1
→ 4.0 | -4.0
> COC(=O)C[C@@H]1C[C@H]2c3cc(NC(=O)Nc4ccccc4F)ccc3O[C@H]2[C@@H](CO)O1
→ 3.1 | -0.6
> COc1ccc(NC(=O)Nc2ccc3c(c2)C(=O)N([C@H](C)CO)C[C@@H](C)[C@@H](CN(C)Cc2ccc4c(c2)OCO4)OCCCC[C@H](C)O3)cc1
→ 5.4 | -3.9
> C#CCNC(=O)C[C@H]1C[C@@]2(C(=O)OC)C(=C[C@H](C(C)(C)C)O[C@@H]2C)N(Cc2ccccc2)C1=O
→ 1.0 | 2.1
> CC(=O)NC(c1ccc(F)c(F)c1)c1nc(-c2ccccc2C)cs1 (stereo not drawn)
→ 2.9 | 2.6
> O=C1NC[C@@H](CCCCN2CCN(CCc3ccccc3)C(=O)C2=O)N(CCC2CCCCC2)C1=O
→ 2.0 | -1.3
> COc1ccc(CCNC(=O)CSc2nc3ccsc3c(=O)n2Cc2ccccn2)cc1OC
→ 3.9 | 3.5
> CC(=O)NC(C)(c1ccccc1)c1nc(/C=C/c2ccccc2)cs1 (stereo not drawn)
→ 1.8 | -0.1
> COc1ccccc1Cc1c(-c2ccc(F)cc2)nc2c(C)cc(Br)cn12
→ -4.8 | -5.5
> Nc1nnc2cc(F)ccc2n1
→ 0.9 | -2.4
> CCCCCC(=O)N1C[C@H](n2cc(COC(=O)c3ccccc3)nn2)[C@@H](O)C[C@@H]1c1ccccc1
→ -17.5 | -0.3
> N#CC1(NC(=O)COC(=O)Cc2c[nH]c3ccccc23)CCCCC1
→ 2.0 | -1.1
> Cc1ccc(C)c(NC(=O)COC(=O)c2cccc(S(=O)(=O)N3CCCC3)c2)c1
→ 1.6 | -3.7
> CC(C)(C)S(=O)N1C[C@H]2CC(=O)C=C2[C@@H]1CCO (stereo partly drawn)
→ 2.3 | -0.5
> CCn1cc(CN2CCC(C(=O)Nc3ccc(Oc4ccccc4F)cc3)CC2)cn1
→ 1.0 | -1.8
> COCCNC(=O)/C(C#N)=C1\N=C(NC(=O)c2ccco2)c2ccccc21
→ -0.5 | -1.4
> CCOC(=O)Nc1ccc2c(c1)C(=NNC(=S)NC)c1ccccc1-2
→ -0.9 | 7.0
> O=C(N[C@H](Cc1ccccc1)C(=O)N(CCC1=CCCCC1)CC1CC1)[C@H]1O[C@@H](n2ccc(=O)[nH]c2=O)[C@H](O)[C@@H]1O
→ 1.1 | -3.9
> O=C(NCc1cccs1)c1ccc(-c2ccc(F)c(F)c2)c2ccoc12
→ 0.6 | -0.9
> Cc1cc(N/C(=C\C(=O)c2ccccc2)c2ccccc2)ccc1Br
→ 1.7 | 24.6
> CCN(CC)C(=O)C1=C(C)N(Cc2ccc(OC)cc2)C(=O)C(CC(=O)NC2CC2)C1 (stereo not drawn)
→ 3.5 | -2.3
> CC(=O)Nc1cnc(-c2ccc(O)cc2C)cn1
→ 0.6 | -0.8
> CC(C)NC(=O)C1(C)Cc2c(-c3ccc(N(C)C)cc3)ccnc2O1 (stereo not drawn)
→ 2.8 | 0.2
> C[C@H]1CCCCO[C@H](CN(C)Cc2ccc(C(=O)O)cc2)[C@@H](C)CN([C@@H](C)CO)C(=O)c2cc(NS(=O)(=O)c3cn(C)cn3)ccc2O1
→ 2.8 | -1.2
> COc1ccc(-c2ccc3[nH]c4c(c3c2)CCN2C(=O)[C@@H]([C@H](C)O)[C@@H](N(C)C(=O)Nc3ccccc3)C[C@@H]42)cc1
→ 0.4 | -0.7
> OC(Cc1cccc(C=NN2CCOCC2)n1)(C(F)(F)F)C(F)(F)F
→ -1.6 | 3.9
> CCCCCCCCN1C(=O)[C@H](CC(=O)NCCCC)C[C@@]2(C(=O)OC)CCCCC=C12
→ 1.0 | 8.1
> CCOC(=O)N1CCN(C(=O)C[C@@H]2C[C@@]3(C(=O)OCC)CCC=C3N(Cc3ccco3)C2=O)CC1
→ 2.6 | -2.9
> CCn1c2c(n(C(C)=O)c1=O)C=C(C(=O)N1CCCC1)C(C)C(c1ccccc1)=C2 (stereo not drawn)
→ 0.1 | 5.2
> CC(=O)N1C[C@@H](CO)[C@@H]2C[C@H]1c1ccccc1N2C
→ 2.1 | -4.8
> Cc1noc(C)c1S(=O)(=O)N1CCCc2nc(-c3ccc(Br)cc3)ccc21
→ 2.6 | 2.6
> CCOC(=O)C1(C)NC(c2ccc(OC)c(OC)c2)C2C(=O)N(c3cccc(C(C)=O)c3)C(=O)C21 (stereo not drawn)
→ 1.9 | 3.6
> CCc1csc(CNC(=O)C2CCC(=O)N(Cc3cccc(OC)c3)C2)n1 (stereo not drawn)
→ 1.6 | -1.7
> COC(=O)[C@]12CCCCC=C1N(Cc1ccccc1)C(=O)[C@H](CC(=O)N1CCN(C(=O)c3ccco3)CC1)C2
→ 2.0 | -2.9
> C[C@@H]1CN([C@@H](C)CO)C(=O)c2cc(NC(=O)Nc3ccc4c(c3)OCO4)ccc2O[C@@H](C)CCCCO[C@@H]1CN(C)CC1CCCCC1
→ 2.2 | 0.6
> COc1ccc(Cc2c(-c3ccc(F)cc3)nc3c4ccccc4ccn23)c(C)c1
→ 0.1 | 6.8
> COc1ccc(CSc2ccc(S(=O)(=O)N3CCCC3)cn2)cc1F
→ 4.0 | -1.2
> O=C(Nc1cccc2ccccc12)c1ccc2sc([C@@H]3O[C@H](CO)[C@H](O)[C@H](O)[C@H]3O)nc2c1
→ 2.7 | 2.0
> CCOC1(OCC)OC(c2ccccc2)=C(C#N)C(C=Cc2ccccc2)C1(OCC)OCC (stereo not drawn)
→ 3.0 | -8.5
> Nc1ncncc1-c1ccc(F)cc1
→ 2.8 | 4.9
> CS(=O)(=O)c1ccc(S(=O)(=O)N2CCN(C(=O)C(O)c3ccccc3)CC2)cc1 (stereo not drawn)
→ 2.8 | -1.6
> CC1(C(=O)NS(=O)(=O)Cc2ccccc2)CCN1C(=O)c1ccc(C2CCCCC2)cc1 (stereo not drawn)
→ 2.6 | -2.9
> COc1ccc(OC)c(C(O)c2ncc(-c3ccc(C(F)(F)F)cc3)[nH]2)c1 (stereo not drawn)
→ 4.6 | -0.9
> O=S1(=O)N[C@H](Cc2ccccc2)COc2cccc(N3CCCC3)c21
→ 1.4 | -2.2
> CC(C)c1[nH]nc2c1C(c1ccccc1)NC2=O (stereo not drawn)
→ 1.2 | -2.6
> CC1(c2nnnn2-c2ccc3c(c2)OCCO3)CCC(=O)N1CCc1c[nH]c2ccccc12 (stereo not drawn)
→ 3.5 | -2.2
> CN(C)c1ncnc2c1ncn2[C@H]1CN(Cc2ccncc2)C[C@@H](CO)O1
→ 1.2 | -3.5
> CCc1nc2ccc(C(=O)NCCOc3ccc(OC)cc3)cn2c1N(C)C(=O)Cc1ccccc1
→ 2.2 | 1.7
> C#CCN(Cc1cccc(F)c1)C(=O)c1nnc2c3ccccc3n(S(=O)(=O)c3ccc(C)cc3)c2n1
→ 0.2 | -4.0
> CCCCNC(=O)c1cc2nc(-c3ccc(OC)cc3)cc(C(F)(F)F)n2n1
→ 4.9 | -3.5
> O=C1C2C3C=CC(C3)C2C(=O)N1c1ccc(-c2nc(-c3ccccc3)nc3ccccc23)cc1 (stereo not drawn)
→ 2.7 | -2.4
> COc1cc(-c2cnc3c(NC=O)cc(-c4ccc(S(C)(=O)=O)cc4)cn23)cc(OC)c1OC
→ -0.7 | -3.4
> O=C(COC(=O)c1cccc(S(=O)(=O)N2CCCC2)c1)Nc1ccc(Cl)cc1
→ 0.5 | -1.3

Next records follow:
Compound | phage Ecoli inh | Wnt act
CCc1nc2c(OCc3cccc(Cl)c3)cccn2c1N(C)C(=O)c1ccncc1 | 1.2 | -3.1
COc1ccccc1CCNC(=O)CSCC(=O)Nc1ccccc1F | 2.5 | 5.6
C=CCN1[C@@H](C)[C@H](c2ccccc2)Oc2cccc(N3CCCC3)c2S1(=O)=O | 1.3 | -5.8
CCCS(=O)(=O)NC(=O)C1(C)CCN(C(=O)c2cc(C)n(C(C)(C)C)n2)C1 (stereo not drawn) | 1.6 | -11.4
CC(C)NC(=O)C1C(c2ccccc2)=Nc2ccccc2N1C(=O)c1cc(Cl)cc(Cl)c1 (stereo not drawn) | 1.9 | 6.1
CCOc1ccccc1-c1ccc2nccn2c1 | -1.1 | -1.7
C[C@@H]1CN([C@H](C)CO)C(=O)CCCn2nncc2CO[C@H]1CN(C)C(=O)c1ccncc1 | 3.5 | 1.0
CCCCCCn1c(=O)n2n(c1=O)[C@@H]1CN(S(=O)(=O)c3ccc(C)cc3)C[C@]1(O)[C@@H](OC(=O)NCc1ccccc1)C2 | 1.8 | -1.3
Cc1cccc(C)c1NC(=O)C(c1ccc(C(F)(F)F)cc1)n1c(=O)c(-c2ccccc2)nc2ccccc21 (stereo not drawn) | 1.7 | -8.0
CC(C)NC(=O)C1(C)CN(S(C)(=O)=O)CC(=O)N1C1CCN(Cc2ccccc2)CC1 (stereo not drawn) | 2.7 | 2.8
CCC/C=C/c1ccc(CN2C(CC(C)C)C(=O)N(Cc3cn(CCOCOC)nn3)CCS2(=O)=O)cc1 (stereo not drawn) | 1.8 | -5.1
CC(C)C[C@H]1COc2cccc(N(C)CCO)c2S(=O)(=O)N1 | 1.2 | 3.5
C[C@@H](c1ccccc1)N1C[C@@H](COCc2ccccc2)Oc2cc(N3CC[C@H](N(C)C)C3)ccc2S1(=O)=O | 0.6 | -2.0
C/C(=N\NC(=O)c1nnn(-c2nonc2N)c1CSc1ccc(C)cc1)c1cccnc1 | 3.4 | -1.1
Cc1ccc(C2NC(=O)c3n[nH]c(C)c32)cc1 (stereo not drawn) | -0.8 | -0.2
CNc1cc(-c2ccc(C(=O)OC)cc2)ncn1 | 2.9 | 24.7
CCCCCCCCN1C(=O)[C@H](CC(=O)NCCC(C)C)C[C@@]2(C(=O)OCC)CCCC=C12 | -0.4 | -1.4
CCOC(=O)Cn1ccc2cc(S(=O)(=O)N3CCCC3)ccc21 | 4.0 | -1.7
CCCCCCCCN1C(=O)[C@@H](CC(=O)N2CCOCC2)C[C@@]2(C(=O)OC)C1=C[C@H](C(C)(C)C)O[C@@H]2C | 1.9 | -5.1
COCCNC(=O)C1(C)CCCN(C(=O)c2cccc(Cl)c2)C1 (stereo not drawn) | 2.1 | 4.8
CCC(C)C(CO)NCCCn1ccc(NC(=O)OCc2ccccc2)nc1=O (stereo not drawn) | 1.8 | -3.0
CCOC1=C2[C@@H](CN(S(=O)(=O)c3ccc(C)cc3)[C@H]2c2ccccc2)[C@H]2C(=O)N(c3ccccc3)C(=O)[C@H]2C1 | -0.7 | -1.4
COCOCCn1cc(CN2CCS(=O)(=O)N(Cc3ccc(-c4ccc(Cl)nc4)cc3)C(C)C2=O)nn1 (stereo not drawn) | -1.0 | -0.9
COc1ccc(CCC(=O)N2c3ccccc3N=C(c3ccc4c(c3)OCO4)C2C(=O)NCc2ccccc2)cc1 (stereo not drawn) | 1.2 | 0.1
COC(=O)[C@]12C[C@H](CC(=O)NCCCCc3ccccc3)C(=O)N(Cc3ccccc3)C1=C[C@H](C(C)C)O[C@@H]2C1CC1 | 0.4 | -7.1
CC1C(=O)N(Cc2cn(CCC3OCCO3)nn2)CCS(=O)(=O)N1Cc1ccc(-c2ccc(Cl)c(Cl)c2)cc1 (stereo not drawn) | 0.0 | -2.8
Cc1cc(C)c2cc(C#N)c(NCCNC(=O)c3ccccc3)nc2c1 | 1.7 | -1.9
CCCc1cc(=O)oc2cc(OCC(=O)NCCN3CCOCC3)c(Cl)cc12 | 0.2 | -2.1
CCOc1ccc(NC(=O)COc2cccc3cccnc23)cc1S(=O)(=O)N1CCCC1 | 3.5 | -7.5
CCOC(=O)[C@]12CCCC=C1N(Cc1ccc(Cl)cc1Cl)C(=O)[C@H](CC(=O)NCCCN1CCCC1=O)C2 | 1.0 | -2.9
COc1ccccc1Cc1c(-c2cccc(Br)c2)nc2ccc(C)cn12 | -1.2 | -0.2
CC(=O)N1c2ccccc2N=C(c2ccc3c(c2)OCO3)C1C(=O)NCc1ccccc1 (stereo not drawn) | 3.3 | 16.5
Cn1ccc2c(N(Cc3ccccc3)Cc3ccccc3)cc3c(c21)C1CCC3C1 (stereo not drawn) | 5.8 | -0.2
COc1ccc(C(C)(NC(C)=O)c2nc(/C=C/c3ccccc3)cs2)cc1 (stereo not drawn) | 4.0 | -1.8
C[C@@H]1CN([C@@H](C)CO)C(=O)CCCn2cc(nn2)CO[C@H]1CN(C)C(=O)Nc1cccc2ccccc12 | 1.5 | -1.7

Some of the compounds tested; the hit share may differ from the screen's.
